# Source: PubChem BioAssay (MTDP)
# RNase H inhibition: RNase H inhibition, HIV 1 Gag Pol polyprotein, FRET biochemical assay, screening (AID 372) | HIV-1 RT RNase H, FRET RNA/DNA substrate fluorescence; higher % means a stronger effect | actives 0.77% (n = 100,000) | one-dose inhibition, % at 10 µM; IC50 in µM for titrated hits; in the data active = inhibition above about 50%
# Numbers without * were called inactive. The list is partial; rates above refer to the full screens.
SMILES,RNase H inhibition
COc1ccccc1NC(=O)CN(Cc1ccccc1)S(=O)(=O)c1ccccc1,14%
Cc1cc(NS(=O)(=O)c2ccccc2[N+](=O)[O-])ccc1O,11%
CCCCCCOC(=O)C1=C(C)NC(=O)NC1c1ccc(Cl)cc1 (centres undefined),32%
Cc1ccc(-c2nc(N/N=C/c3cccnc3)c3ccccc3n2)cc1,12%
COc1ccc(OC)c(S(=O)(=O)n2cnc(C)c2)c1,0%
COc1cccc2c3c(c(C)nc12)CC(C)S3 (centres undefined),6%
CCOc1cc(C=C2C(=O)N(C)C(=O)N(C)C2=O)cc(Cl)c1O,5%
O=c1/c(=C/c2ccc(OCc3cccc(Cl)c3)cc2)sc2nc3ccccc3n12,4%
COc1cc(C(=O)NC(=S)Nc2ccccc2C)cc(OC)c1OC,14%
O=C(/C=C/c1ccc(Cl)cc1)N1CCCCC1,6%
COc1cc(OC)c(/C=C2\C(=O)NC(=O)N(c3ccc(C)c(C)c3)C2=O)cc1Br,12%
CCSCCOC(=O)C1=C(C)NC(=O)NC1c1ccccc1Cl (centres undefined),9%
Cc1cc(/C=C2\C(=O)NC(=S)N(c3cccc(Br)c3)C2=O)c(C)n1C,0%
COc1ccc(S(=O)(=O)N(CC(=O)N2CCCCCC2)c2ccc(C)cc2)cc1OC,0%
Cc1ccc(NC(=O)Cc2ccccc2)c(C)c1,1%
O=C1/C(=C\c2ccccc2[N+](=O)[O-])Sc2ccccc21,25%
O=C(N/N=C/c1cccc(O)c1O)c1ccc(O)cc1,32%
Cc1cccc(OCC(=O)Nc2ccc3c(c2)C(=O)c2ccccc2C3=O)c1,3%
O=C(Nc1ccc2ccccc2c1)c1cccc(Br)c1,0%
Cc1ccc(-c2nnc(-c3ccncc3)o2)cc1,17%

# Arranged by SMILES length (largest number first): 6 of the compounds above.
SMILES,RNase H inhibition
COc1cc(OC)c(/C=C2\C(=O)NC(=O)N(c3ccc(C)c(C)c3)C2=O)cc1Br,12%
Cc1cc(NS(=O)(=O)c2ccccc2[N+](=O)[O-])ccc1O,11%
O=C1/C(=C\c2ccccc2[N+](=O)[O-])Sc2ccccc21,25%
CCCCCCOC(=O)C1=C(C)NC(=O)NC1c1ccc(Cl)cc1 (centres undefined),32%
O=C(Nc1ccc2ccccc2c1)c1cccc(Br)c1,0%
COc1cccc2c3c(c(C)nc12)CC(C)S3 (centres undefined),6%

# Continuation:
SMILES,RNase H inhibition
CC(=O)c1ccc(NC(=O)C2CC(=O)N(c3ccc(F)cc3)C2)cc1 (centres undefined),3%
CC1(C(=O)N/N=C/c2cccnc2)CC1(Br)Br (centres undefined),0%
CCOC(=O)c1sc(NC(=O)c2ccc(S(=O)(=O)N3CCCC3)cc2)c(C(=O)OCC)c1C,6%
CCOc1ccc(-c2c(C#N)c(N)nc(OC)c2C#N)cc1,9%
CCC(C)c1ccc(OCCOc2ccc(/C=C3\C(=O)NN(c4ccccc4)C3=O)cc2)cc1 (centres undefined),18%
COc1cccc(/C=C2\C(=O)NC(=O)N(c3ccc(Cl)c(Cl)c3)C2=O)c1,1%
NC(=O)c1ccc(NC(=O)COc2ccccc2Cl)cc1,9%
CCCCOC(=O)CSC1=C(C#N)C(c2ccccc2Cl)CC(=O)N1 (centres undefined),4%
COC(=O)c1cc(S(=O)(=O)N2CCCCC2)ccc1Cl,0%
Cc1occc1C(=O)Nc1ccc2ccccc2c1,3%
Cc1cc(Cn2ccnc2)c(C)cc1Cn1ccnc1,0%
COC(=O)C1=C(C)NC(=S)NC1c1ccc(C)cc1 (centres undefined),0%
NC(=O)C12CC3CC(C1)CC(C(N)=O)(C3)C2,0%
COC(=O)CNc1ccc(Oc2ccc(NCC(=O)OC)cc2)cc1,5%
CCOC(=O)C1=C(C)N=c2s/c(=C\c3c(OC)ccc4ccccc34)c(=O)n2C1c1ccc(C)cc1 (centres undefined),15%
COc1ccc(OC)c(C2/C(=C(\O)c3ccc(Br)cc3)C(=O)C(=O)N2c2ccccc2)c1 (centres undefined),10%
COC(=O)c1ccc2c(c1)C(=O)N(c1ccc(Cl)c(Cl)c1)C2=O,10%
COc1ccc(OC)c(CN2CCN(Cc3ccc(C(F)(F)F)cc3)CC2)c1,4%
NS(=O)(=O)c1ccc(NC(=O)CCC(=O)O)cc1,0%
C=CCC1(O)CC(c2ccc(C)cc2)NC(c2ccc(C)cc2)C1C (centres undefined),9%
O=C(c1ccc(F)cc1)N1CCN(c2cccc(Cl)c2)CC1,2%
C=CCOc1ccc(C=C2C(=O)NC(=S)NC2=O)cc1,14%
CCOC(=O)CNC(c1ccccc1)c1cc(Br)ccc1NC(=O)CN1CCOCC1 (centres undefined),7%
Cc1ccc(N2NC(=O)/C(=C/c3ccc(O)c(O)c3)C2=O)cc1C,52%*
O=C(N/N=C/c1cccs1)c1cc(-c2ccc(Cl)cc2)n[nH]1,7%
O=[N+]([O-])c1ccc(N2CCCCC2)cc1NC1CC1,37%
COc1ccc(N(CC(=O)Nc2ccc(Cl)cc2)S(=O)(=O)c2ccc(C)c([N+](=O)[O-])c2)cc1,17%
Cc1cccc(/C=N\Nc2nnc(-c3ccccc3)c(=O)[nH]2)c1,14%
COc1ccccc1OCCCN1CCCC1,6%
COCCNC(=O)c1cc2nc(-c3ccc(Cl)cc3)cc(C(F)(F)F)n2n1,0%
COc1ccc(/C=C/C(=O)Nc2ccc(Oc3ccccc3)cc2)cc1OC,13%
COc1ccccc1NCc1cccs1,4%
COc1ccccc1OCCSc1nc2ccc([N+](=O)[O-])cc2s1,13%
O=C(Nc1ccccc1)c1ccccc1N=Cc1cc([N+](=O)[O-])ccc1O,6%
COc1ccc(OC)c(N(CC(=O)NCC(C)C)S(C)(=O)=O)c1,0%
Cc1nnc(NC(=O)c2ccc(C)c(C)c2)s1,43%
Cc1cccc(C)c1NC(=O)c1cccnc1,0%
N#C/C(=C\c1cc([N+](=O)[O-])c(N2CCOCC2)cc1N1CCOCC1)c1nc2ccccc2[nH]1,19%
CCOc1ccc(-c2cc(C(=O)N3CCCCCC3)c3ccccc3n2)cc1,13%
CN(C)c1ccc(/C=N\OC(=O)Nc2ccc(Cl)c(Cl)c2)cc1,17%
CSc1ccc(/C=N/NC(=O)c2ccc(N(C)C)cc2)cc1,0%
CCOC(=O)C1CCCN(C(=O)c2sc3cc(Cl)ccc3c2Cl)C1 (centres undefined),17%
COCCOC(=O)C1=C(C)NC(=S)NC1c1ccc(C)cc1 (centres undefined),17%
O=[N+]([O-])c1ccc(C(O)CN2CCc3ccccc32)cc1 (centres undefined),22%
CN1CCN(CC(O)c2ccccc2)CC1 (centres undefined),6%
Cc1ccc(S(=O)(=O)N(CC(=O)Nc2cccnc2)c2ccc(Cl)c(C(F)(F)F)c2)cc1,17%
CC1CCN(C(=O)c2cccc(Cl)c2)CC1,29%
Cc1nc(N)sc1C(=O)N/N=C/C=C/c1ccccc1,0%
Cc1ccc(/C=C2\SC(=S)N(CCC(=O)OCCN(C)C)C2=O)cc1,18%
COc1ccccc1N1C(=O)CC(Sc2nccc(C)n2)C1=O (centres undefined),7%
O=C(NN=C1CCC(c2ccccc2)CC1)c1ccncc1 (centres undefined),0%
CC(C)C(=O)N1c2ccccc2C(N(C(=O)c2ccc([N+](=O)[O-])cc2)c2ccccc2)CC1C (centres undefined),12%
COc1ccccc1CN1CCN(C(=O)c2ccc(-c3ccccc3)cc2)CC1,4%
CCOc1ccc(NC(=O)C2=C(C)NC(=S)NC2c2ccc(F)cc2)cc1 (centres undefined),0%
Brc1ccc(-c2cc(-c3ccccc3)nc(N/N=C/c3cccnc3)n2)cc1,15%
CCOC(=O)C1(P(=O)(c2ccccc2)c2ccccc2)CCC1,2%
O=C(c1ccccc1)N1CCN(C2C3CC4CC(C3)CC2C4)CC1 (centres undefined),18%
Fc1cc(Cl)ccc1NC(=S)N1CCN(c2ccccc2)CC1,10%
COc1ccccc1-c1coc2c(CN3CCOCC3)c(O)ccc2c1=O,7%
O=C(O)c1cccc([N+](=O)[O-])c1C(=O)Nc1cccc(Cl)c1Cl,12%

# (more compounds)
SMILES,RNase H inhibition
COc1ccccc1C(=O)OC(C(=O)c1ccccc1)c1ccccc1 (centres undefined),17%
Nc1c(C(=O)C2CC2)sc2nc(-c3cccs3)cc(C(F)(F)F)c12,0%
CCc1ccc(N2C(=O)/C(=C/c3cc(Cl)c(OCC(=O)O)c(Cl)c3)C(=O)NC2=S)cc1,18%
O=C(CCc1ccccc1)Oc1ccc(Cl)cc1,0%
O=C(Nc1ccc2oc(-c3ccccc3F)nc2c1)C(Cl)(Cl)Cl,8%
COc1ccc(/C=C2\SC(=S)N(CCCC(=O)Nc3nccs3)C2=O)cc1,13%
O=C(c1ccc(Cl)cc1)N(c1ccc(Cl)cc1)C1C=CS(=O)(=O)C1 (centres undefined),12%
COC(=O)c1cccc(NC(=O)COc2ccc(-c3ccc(C)cc3)cc2)c1,7%
Cc1cccc(C)c1NC(=O)c1cc2ccccc2oc1=O,8%
Cc1cccc(C(=O)Nc2ccc(Br)cc2)c1,1%
COc1cc(/C=C2\NC(=S)NC2=O)c([N+](=O)[O-])cc1OC,2%
CC(=O)C1=C(O)C(=O)N(c2ccc(Br)cn2)C1c1ccc([N+](=O)[O-])cc1 (centres undefined),0%
CC1=C(C(=O)OC(C)C)C(c2ccc(C)cc2)C2=C(CCCC2=O)N1 (centres undefined),4%
COc1ccc2oc(=O)c(C(=O)NCc3ccccc3)cc2c1,4%
CCc1ccc(OCC(=O)Nc2ccc(-c3nc4cc(C)c(C)cc4o3)c(O)c2)cc1,15%
O=C(Nc1ccc(Br)c(Br)c1)c1ncn[nH]1,18%
Cc1ccc(NC(=O)COc2ccccc2C(C)(C)C)c(Br)c1,14%
CCCC(=O)Nc1ccc(NC(=O)Cc2ccccc2)cc1,6%
Cc1ccc(C(=O)/C=C/c2cn(-c3ccccc3)nc2-c2ccccc2)cc1,5%
O=C(c1ccccc1I)N1CCN(c2cccc(Cl)c2)CC1,11%

# Pulled one by one from the entries so far (5):
SMILES,RNase H inhibition
O=C(Nc1ccc2oc(-c3ccccc3F)nc2c1)C(Cl)(Cl)Cl,8%
CCc1ccc(OCC(=O)Nc2ccc(-c3nc4cc(C)c(C)cc4o3)c(O)c2)cc1,15%
Cc1ccc(C(=O)/C=C/c2cn(-c3ccccc3)nc2-c2ccccc2)cc1,5%
Nc1c(C(=O)C2CC2)sc2nc(-c3cccs3)cc(C(F)(F)F)c12,0%
CC1=C(C(=O)OC(C)C)C(c2ccc(C)cc2)C2=C(CCCC2=O)N1 (centres undefined),4%

# Back to the main list, repeating the four entries before the break.
SMILES,RNase H inhibition
Cc1ccc(NC(=O)COc2ccccc2C(C)(C)C)c(Br)c1,14%
CCCC(=O)Nc1ccc(NC(=O)Cc2ccccc2)cc1,6%
Cc1ccc(C(=O)/C=C/c2cn(-c3ccccc3)nc2-c2ccccc2)cc1,5%
O=C(c1ccccc1I)N1CCN(c2cccc(Cl)c2)CC1,11%
O=C(O)CCC(NC(=O)/C(=C/c1ccccc1)NC(=O)c1ccccc1)C(=O)O (centres undefined),9%
CCOc1ccc(OC)cc1/C=N/NC(=O)COc1ccc(Br)cc1,10%
N=c1c2c(n(Cc3ccc(F)cc3)c3c1CCC3)CCC2,6%
C=CCN(CC=C)C(=O)/C=C/c1cccc([N+](=O)[O-])c1,20%
CC(C)c1ccc(NC(=O)Nc2cccc(Cl)c2)cc1,16%
COC(=O)C1=C(C)N(CCc2ccc(OC)c(OC)c2)C(=O)C1,4%
CC(C)COc1ccc(C(=O)Nc2ccc(F)cc2)cc1,0%
C(=N\Nc1ncnc2c1cnn2-c1ccccc1)/c1cccs1,6%
COC(=O)c1ccccc1NC(=O)c1ccc(-c2ccccc2)cc1,9%
N#CN=C1CCCN1C(=O)c1ccccc1,0%
CC(C)COc1ccc(C(=O)Nc2ccc(Cl)c(Cl)c2)cc1,0%
Cc1ccc2occ(C(=O)c3ccco3)c(=O)c2c1,11%
O=C(CCC(NC(=O)c1ccccc1)C(=O)NCCCO)OCc1ccccc1 (centres undefined),4%
CSC1=NC2(CCCCC2)CC12C=CC(=O)C=C2,8%
CCOC(=O)C1=C(C)N=c2s/c(=C\c3ccc4c(c3)OCO4)c(=O)n2C1c1ccc(SC)cc1 (centres undefined),8%
COc1ccc(NC(=O)c2ccc(CN(c3ccccc3)S(C)(=O)=O)cc2)cc1OC,11%
CC1=C(C(=O)OC2CCCCC2)C(c2ccc(N(C)C)cc2)C2=C(CC(C)(C)CC2=O)N1 (centres undefined),1%
CS(=O)(=O)N(CC(=O)Nc1cccc2ccccc12)c1ccc(Oc2ccccc2)cc1,14%
Cc1ccc(CNC(=O)CN(c2ccccc2)S(=O)(=O)c2ccccc2[N+](=O)[O-])cc1,18%
CCCC1=NN2C(=N)/C(=C/c3cc(OC)ccc3OC)C(=O)N=C2S1,4%
O=C(NC(=S)Nc1ccc(I)cc1Cl)c1cccs1,2%
CC(=O)n1c2ccccc2c2cc(Br)ccc21,10%
CN(CCCNC(=O)c1cc(Cl)ccc1Cl)CCCN(C)Cc1ccccc1,17%
O=c1c(-c2ccc(Cl)cc2)coc2cc(O)ccc12,8%
Cc1ccc(N=Cc2ccccc2OCc2ccccc2)c(C)c1,0%
CCOC(=O)c1c(N)sc(C(=O)Nc2ccc(Cl)cc2)c1C,15%
Cc1cc([N+](=O)[O-])c(-c2ccc(/C=N/n3cnnc3)o2)cc1Cl,46%
CC(=O)Nc1ccc(S(=O)(=O)NCCSCc2cccc(Cl)c2)cc1,0%
CC1=NN(Cc2cc(C(C)(C)C)c(O)c(C(C)(C)C)c2)C(=O)C1,0%
COc1ccc(C(=O)NC(=S)Nc2cc(-c3nc4cc(C)cc(C)c4o3)ccc2C)cc1Cl,43%
COc1ccccc1C(=O)CC(=O)Nc1ccccc1,4%
Cc1ccc(N2C(=O)C(Cl)=C(Cl)C2=O)cc1Cl,8%
N#C/C(=C\c1ccccc1)c1nc(-c2ccccc2)cs1,5%
CCOC(=O)C1=CN(c2ccc(C)cc2)C=C(C(=O)OCC)C1c1ccc(C)s1,24%
Cc1ccc(C(=O)/C=C/c2ccc(OCc3ccccc3)cc2)cc1,4%
Cc1c(CCNC(=O)NS(=O)(=O)c2ccccc2Cl)c2ccccc2n1Cc1ccccc1,3%
O=C(Nc1nc2ccccc2n1Cc1ccccc1Cl)c1ccccc1,0%
